From PubChem BioAssay
MBD2 DNA inh: inhibitors of human MBD2 binding to methylated oligonucleotide; actives 0.31% (n = 370,000); inhibition, % at 4.4 µM; Q9UBB5; TR-FRET; in the data active means inhibition above about 13%
Target sequence (Q9UBB5 whole entry, looked up): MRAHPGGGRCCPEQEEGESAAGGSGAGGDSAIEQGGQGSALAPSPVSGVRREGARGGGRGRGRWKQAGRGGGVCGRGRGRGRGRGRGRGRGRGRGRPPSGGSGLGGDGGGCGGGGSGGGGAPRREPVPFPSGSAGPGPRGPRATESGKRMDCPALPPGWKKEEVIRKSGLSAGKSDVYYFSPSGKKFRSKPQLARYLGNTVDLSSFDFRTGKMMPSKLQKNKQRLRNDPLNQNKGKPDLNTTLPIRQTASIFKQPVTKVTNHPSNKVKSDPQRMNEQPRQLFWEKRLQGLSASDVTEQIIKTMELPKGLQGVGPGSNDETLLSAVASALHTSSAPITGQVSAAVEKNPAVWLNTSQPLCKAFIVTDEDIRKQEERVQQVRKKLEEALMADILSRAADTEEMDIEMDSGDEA
PLC-beta3 inh: PLC-beta3 (human) inhibition, primary screen. Q01970. Purified PLC-beta3, fluorogenic substrate, fluorescence. actives 0.18% (n = 370,000). inhibition, % at 12.2 µM; in the data active means inhibition above about 11%;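 further: 0% = median of compound wells on plate and 100% = full blocker control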
SMARCA2 act: increases SMARCA2 function in MMTV reporter cells. MG213 cells, MMTV-luciferase reporter, dexamethasone, overnight. activation, % at 9.1 µM. actives 1% (n = 370,000). AID 652017; in the data active means activation above about 7.8%;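 further: 0% = vehicle wells and 100% = reference activator wells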
ADAM17 inh: inhibitors of human ADAM17 | P78536 | recombinant ADAM17, EDANS/DABCYL FRET peptide cleavage | inhibition, % at 6.95 µM | actives 0.83% (n = 370,000);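 active means inhibition above the mean of compounds lying between control limits plus 3 SD, set per campaign, cut at about 8.5% in these data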;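 further: 0% = DMSO-only wells as the low control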
Target sequence (P78536 215-824 limits assumed): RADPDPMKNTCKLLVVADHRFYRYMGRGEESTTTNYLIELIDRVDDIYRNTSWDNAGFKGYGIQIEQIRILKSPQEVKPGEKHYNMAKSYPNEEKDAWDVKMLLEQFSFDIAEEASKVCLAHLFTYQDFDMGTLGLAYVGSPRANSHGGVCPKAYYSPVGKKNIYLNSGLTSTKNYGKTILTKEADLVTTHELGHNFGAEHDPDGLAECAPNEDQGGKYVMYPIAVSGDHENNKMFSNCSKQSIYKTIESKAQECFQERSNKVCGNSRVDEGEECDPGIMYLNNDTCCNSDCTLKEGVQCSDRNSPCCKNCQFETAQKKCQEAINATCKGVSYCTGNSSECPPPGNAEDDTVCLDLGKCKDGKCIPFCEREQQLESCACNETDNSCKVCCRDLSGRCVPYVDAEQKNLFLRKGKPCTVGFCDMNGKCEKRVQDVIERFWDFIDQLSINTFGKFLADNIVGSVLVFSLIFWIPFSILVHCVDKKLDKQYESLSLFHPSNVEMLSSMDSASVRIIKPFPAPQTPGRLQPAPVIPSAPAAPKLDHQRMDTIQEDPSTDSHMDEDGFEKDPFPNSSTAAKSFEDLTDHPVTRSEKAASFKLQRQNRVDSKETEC
hcDAF-12 act: H. contortus DAF-12 activation, primary screen | AID 652067 | actives 1.4% (n = 370,000) | activation, % at 6.8 µM | HEK293 hcDAF-12 lit1-tk-luc reporter, luminescence; 0% DMSO, 100% Δ7-dafachronic acid;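 active means activation above the mean of all tested compounds plus 3 SD, cut at about 5.5% in these data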;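 further: 100% = response to 3 µM Δ7-dafachronic acid high control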
DAX1 inh-1: inhibitors of human orphan nuclear receptor DAX1 (NR0B1) | P51843 | HEK293 Gal4-DAX1 luciferase reporter, luminescence | inhibition, % at 6.75 µM | actives 0.99% (n = 340,000) | AID 504766;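 active means inhibition above the mean over all tested compounds plus 3 SD, cut at about 4.2% in these data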;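 further: 0% = DAX1-transfected cells with DMSO and 100% = empty-vector control cells with DMSO; inhibition shows as a rise in luminescence from relieved DAX1 repression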
ssDAF12 agonist: S. stercoralis DAF-12 activation, primary screen; activation, % at 6.8 µM; HEK293 ssDAF-12/GRIP1 lit1-tk-luc reporter, luminescence; % of 3 µM dafachronic acid response; actives 1% (n = 370,000);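 active means activation above the mean over all tested compounds plus 3 SD, cut at about 0.9% in these data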;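 further: 0% = DMSO-only wells and 100% = 3 µM delta7-dafachronic acid wells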
hgDAF-12 ag: activates the H. glycines DAF-12 receptor ligand-binding domain. HEK293 GAL4-hgDAF12 UAS-luciferase reporter, agonist luminescence; normalized to butyrate control. activation, % at 6.8 µM. actives 1.8% (n = 370,000);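 active means activation above a cutoff set at the mean of all screened compounds plus 3 SD, cut at about 10% in these data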;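 further: 0% = DMSO wells and 100% = sodium butyrate wells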
PLC-gamma1 inh: blocks human PLC-gamma1 enzyme activity; P19174; purified PLC-gamma1, fluorogenic substrate, fluorescence; inhibition, % at 12.2 µM; actives 0.84% (n = 370,000); AID 720700; in the data active means inhibition above about 9.5%
DAX1 inh-2: DAX1 (NR0B1) inhibition, primary screen; HEK293T StAR-luciferase reporter, SF-1/DAX-1 repression relief; inhibition, % at 6.8 µM; actives 1.1% (n = 370,000); AID 652010;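 active means inhibition above the mean over all tested compounds plus 3 SD, cut at about 3.6% in these data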;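 further: 0% = DAX-1 cells with DMSO and 100% = cells lacking DAX-1 with DMSO; higher inhibition means more luminescence from relief of DAX-1 repression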
NR1D1 modulator: Rev-erb alpha (human) modulation | P20393 | Rev-erbα–FITC-DNA binding, fluorescence polarization, 90 min | activity, % at 10 µM | actives 0.79% (n = 370,000) | AID 1259318;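 active means activity above about 14%, limit read from the data; passing the limit was not always enough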;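 further: 0% = DMSO wells with 35 nM protein and 100% = DMSO wells with 750 nM protein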
An asterisk follows results filed as active.

Results for CC(C)(C)OC(=O)N1CCN(c2ccc(NC(=O)Cn3nnc(-c4ccccc4)n3)cc2)CC1 ?
MBD2 DNA inh: 5; PLC-beta3 inh: 1; SMARCA2 act: -5; ADAM17 inh: 0; hcDAF-12 act: -0.7; DAX1 inh-1: -0.5; ssDAF12 agonist: -1.3; hgDAF-12 ag: -0.9; PLC-gamma1 inh: 3; DAX1 inh-2: -1.2; NR1D1 modulator: 2

What do the screens show for `CC(C)(C)OC(=O)C[C@H]1C/C=C\C[C@@H](CC(=O)N[C@H](CO)Cc2ccccc2)C(=O)NC[C@H](c2ccccc2)OC1=O`?
MBD2 DNA inh: 1; PLC-beta3 inh: 8; SMARCA2 act: 0; ADAM17 inh: -1; hcDAF-12 act: -1.3; DAX1 inh-1: 2.6; ssDAF12 agonist: -1.5; hgDAF-12 ag: -1.8; PLC-gamma1 inh: 6; DAX1 inh-2: -0.6; NR1D1 modulator: 2

How did COc1ccccc1N1CCN(Cc2cc(=O)oc3ccccc23)CC1 do in these assays?
MBD2 DNA inh: -1; PLC-beta3 inh: 8; SMARCA2 act: -3; ADAM17 inh: 6; hcDAF-12 act: 1.0; ssDAF12 agonist: -0.3; hgDAF-12 ag: -1.3; PLC-gamma1 inh: 8; DAX1 inh-2: -0.6; NR1D1 modulator: 1

Results for COC(=O)c1cccnc1-n1c(=O)c2cccnc2n(CC(=O)Nc2ccc(Br)cc2)c1=O ?
MBD2 DNA inh: 0; PLC-beta3 inh: -6; SMARCA2 act: -1; ADAM17 inh: -1; hcDAF-12 act: 0.5; DAX1 inh-1: -0.5; ssDAF12 agonist: -0.5; hgDAF-12 ag: 4.7; PLC-gamma1 inh: 2; DAX1 inh-2: -0.8; NR1D1 modulator: -1

What do the screens show for `COCn1c(-c2ccccc2)nc2ccccc21`?
MBD2 DNA inh: 0; PLC-beta3 inh: 2; SMARCA2 act: -1; ADAM17 inh: 1; hcDAF-12 act: 1.9; DAX1 inh-1: -0.5; ssDAF12 agonist: -1.5; hgDAF-12 ag: -0.4; PLC-gamma1 inh: 2; DAX1 inh-2: 0.2; NR1D1 modulator: 0

What do the screens show for `S=C1NC2=C(CCC/C2=C\c2ccc(Cl)cc2)C(c2ccc(Cl)cc2)N1` (stereo unspecified)?
MBD2 DNA inh: -3; PLC-beta3 inh: -35; SMARCA2 act: -1; ADAM17 inh: 5; hcDAF-12 act: 0.3; DAX1 inh-1: -0.3; ssDAF12 agonist: -1.5; hgDAF-12 ag: 0.3; PLC-gamma1 inh: 2; DAX1 inh-2: -0.3; NR1D1 modulator: 4

Results for COc1ccccc1CC(=O)Nc1ccc2c(c1)CCC2 ?
MBD2 DNA inh: 1; PLC-beta3 inh: 4; SMARCA2 act: 1; ADAM17 inh: -1; hcDAF-12 act: -1.0; DAX1 inh-1: -0.7; ssDAF12 agonist: -1.4; hgDAF-12 ag: 3.4; PLC-gamma1 inh: 0; DAX1 inh-2: 0.1; NR1D1 modulator: -2

What do the screens show for `COc1ccc(/C(N)=N/OC(=O)Cc2ccc(C)cc2)cc1OC`?
MBD2 DNA inh: 0; PLC-beta3 inh: 0; SMARCA2 act: 4; ADAM17 inh: 4; hcDAF-12 act: -0.7; DAX1 inh-1: 0.8; ssDAF12 agonist: -0.7; hgDAF-12 ag: -0.7; PLC-gamma1 inh: 2; DAX1 inh-2: 0.2; NR1D1 modulator: -8

Results for CCOC(=O)N1CCN(C(=O)COC(=O)COc2c(C)cc(C)cc2C)CC1 ?
MBD2 DNA inh: -3; PLC-beta3 inh: -2; SMARCA2 act: -2; ADAM17 inh: 2; hcDAF-12 act: 0.5; DAX1 inh-1: 2.1; ssDAF12 agonist: -0.6; hgDAF-12 ag: 2.1; PLC-gamma1 inh: 3; DAX1 inh-2: 0.2; NR1D1 modulator: 0

What do the screens show for `CC(=O)OCCNc1cc(SC(C)C)c2nonc2c1[N+](=O)[O-]`?
MBD2 DNA inh: -4; PLC-beta3 inh: -2; SMARCA2 act: 0; ADAM17 inh: 2; hcDAF-12 act: -0.9; DAX1 inh-1: 0.8; ssDAF12 agonist: -1.0; hgDAF-12 ag: -2.0; PLC-gamma1 inh: 0; DAX1 inh-2: 0.5; NR1D1 modulator: -6

How did C[C@@H]1CN([C@H](C)CO)C(=O)CCCn2nncc2CO[C@H]1CN(C)Cc1ccncc1 do in these assays?
MBD2 DNA inh: -2; PLC-beta3 inh: 2; SMARCA2 act: 0; ADAM17 inh: -2; hcDAF-12 act: 0.2; DAX1 inh-1: -0.1; ssDAF12 agonist: -1.1; hgDAF-12 ag: 2.6; PLC-gamma1 inh: 3; DAX1 inh-2: 0.0; NR1D1 modulator: -15

How did O=C(O)COc1ccc(/C=N/O)cc1Br do in these assays?
MBD2 DNA inh: 0; PLC-beta3 inh: 4; SMARCA2 act: 1; ADAM17 inh: 0; hcDAF-12 act: -1.2; DAX1 inh-1: 1.3; ssDAF12 agonist: -1.1; hgDAF-12 ag: -2.4; PLC-gamma1 inh: -2; DAX1 inh-2: 0.3; NR1D1 modulator: -4

Reprinted from the results shown for reference:
How did C[C@@H]1CN([C@H](C)CO)C(=O)CCCn2nncc2CO[C@H]1CN(C)Cc1ccncc1 do in these assays?
MBD2 DNA inh: -2; PLC-beta3 inh: 2; SMARCA2 act: 0; ADAM17 inh: -2; hcDAF-12 act: 0.2; DAX1 inh-1: -0.1; ssDAF12 agonist: -1.1; hgDAF-12 ag: 2.6; PLC-gamma1 inh: 3; DAX1 inh-2: 0.0; NR1D1 modulator: -15

How did O=C(O)COc1ccc(/C=N/O)cc1Br do in these assays?
MBD2 DNA inh: 0; PLC-beta3 inh: 4; SMARCA2 act: 1; ADAM17 inh: 0; hcDAF-12 act: -1.2; DAX1 inh-1: 1.3; ssDAF12 agonist: -1.1; hgDAF-12 ag: -2.4; PLC-gamma1 inh: -2; DAX1 inh-2: 0.3; NR1D1 modulator: -4

Next structures follow:
What do the screens show for `COc1ccc(CCNS(=O)(=O)c2ccc3c(c2)NC(=O)C(C)S3)cc1OC` (stereo unspecified)?
MBD2 DNA inh: 0; PLC-beta3 inh: -10; SMARCA2 act: -3; ADAM17 inh: -1; hcDAF-12 act: -0.5; DAX1 inh-1: -0.8; ssDAF12 agonist: -1.2; hgDAF-12 ag: -2.5; PLC-gamma1 inh: 2; DAX1 inh-2: -0.4; NR1D1 modulator: 3

How did O=C(NN1C(=O)C2C(c3ccccc3)C=CC(c3ccccc3)C2C1=O)c1ccncc1 (stereo unspecified) do in these assays?
MBD2 DNA inh: -6; PLC-beta3 inh: -2; SMARCA2 act: -3; ADAM17 inh: 4; hcDAF-12 act: -1.1; DAX1 inh-1: -0.5; ssDAF12 agonist: -0.7; hgDAF-12 ag: 1.2; PLC-gamma1 inh: -2; DAX1 inh-2: -0.5; NR1D1 modulator: 0

How did NC(=O)C[n+]1cccc(CNC(=O)c2ccc(OC(F)F)cc2)c1 do in these assays?
MBD2 DNA inh: 4; PLC-beta3 inh: -5; SMARCA2 act: -3; ADAM17 inh: 0; hcDAF-12 act: -0.6; DAX1 inh-1: -0.7; ssDAF12 agonist: -0.8; hgDAF-12 ag: 2.6; PLC-gamma1 inh: 3; DAX1 inh-2: 0.4; NR1D1 modulator: -3

How did Cc1ncsc1C(=O)N1CCCC(CNS(=O)(=O)c2cccs2)C1 (stereo unspecified) do in these assays?
MBD2 DNA inh: 0; PLC-beta3 inh: -1; SMARCA2 act: 2; ADAM17 inh: -5; hcDAF-12 act: -1.1; DAX1 inh-1: -0.4; ssDAF12 agonist: -0.8; hgDAF-12 ag: 0.0; PLC-gamma1 inh: 0; DAX1 inh-2: 0.4; NR1D1 modulator: -5

What do the screens show for `CC1CCCN(c2ccc3nc4ccccc4c(=O)n3n2)C1` (stereo unspecified)?
MBD2 DNA inh: 0; PLC-beta3 inh: -76; SMARCA2 act: 3; ADAM17 inh: -4; hcDAF-12 act: 4.0; DAX1 inh-1: -2.1; ssDAF12 agonist: -0.1; hgDAF-12 ag: 11*; PLC-gamma1 inh: -58; DAX1 inh-2: 4.7*; NR1D1 modulator: -1

What do the screens show for `Cc1noc(C)c1COc1ccc(C(=O)NNC(=O)c2ccccc2O)cc1`?
MBD2 DNA inh: -7; PLC-beta3 inh: 1; SMARCA2 act: -1; ADAM17 inh: -4; hcDAF-12 act: 1.9; DAX1 inh-1: 0.3; ssDAF12 agonist: -0.6; hgDAF-12 ag: -1.9; PLC-gamma1 inh: 6; DAX1 inh-2: -1.3; NR1D1 modulator: 3

What do the screens show for `O=C(CN(C(=O)Cn1nnc(-c2ccc(F)cc2)n1)C1CCCC1)NC1CCCC1`?
MBD2 DNA inh: 0; PLC-beta3 inh: 1; SMARCA2 act: -3; ADAM17 inh: -5; hcDAF-12 act: -3.1; DAX1 inh-1: 0.2; ssDAF12 agonist: -1.4; hgDAF-12 ag: -0.7; PLC-gamma1 inh: -1; DAX1 inh-2: 0.8; NR1D1 modulator: 1

Results for COc1ccc(OC)c(CNn2c(-c3cccc(C)c3)nc3ccccc3c2=O)c1 ?
MBD2 DNA inh: 0; PLC-beta3 inh: -7; SMARCA2 act: 2; ADAM17 inh: -5; hcDAF-12 act: -2.9; DAX1 inh-1: -0.5; ssDAF12 agonist: -1.5; hgDAF-12 ag: 0.0; PLC-gamma1 inh: -1; DAX1 inh-2: -0.9; NR1D1 modulator: -2

What do the screens show for `N#CCCN(Cc1cccnc1)C(=S)NC1CC2C=CC1C2` (stereo unspecified)?
MBD2 DNA inh: 4; PLC-beta3 inh: 1; SMARCA2 act: 2; ADAM17 inh: -7; hcDAF-12 act: 4.2; DAX1 inh-1: 0.0; ssDAF12 agonist: -1.8; hgDAF-12 ag: 3.2; PLC-gamma1 inh: 4; DAX1 inh-2: 0.0; NR1D1 modulator: -2

How did CCOC(=O)c1cnc(SCC(=O)Nc2ccc3c(c2)OCCO3)nc1N do in these assays?
MBD2 DNA inh: -1; PLC-beta3 inh: -1; SMARCA2 act: -4; ADAM17 inh: -3; hcDAF-12 act: -0.1; DAX1 inh-1: -1.7; ssDAF12 agonist: -0.7; hgDAF-12 ag: 0.3; PLC-gamma1 inh: 0; DAX1 inh-2: -0.7; NR1D1 modulator: 1

Results for Cn1c(CNC(=O)c2ccco2)nnc1SCC(=O)c1ccc(Br)cc1 ?
MBD2 DNA inh: 1; PLC-beta3 inh: 0; SMARCA2 act: -3; ADAM17 inh: 2; hcDAF-12 act: 1.6; DAX1 inh-1: 1.1; ssDAF12 agonist: -0.9; hgDAF-12 ag: -1.4; PLC-gamma1 inh: 1; DAX1 inh-2: 0.6; NR1D1 modulator: -8

What do the screens show for `CCC(C)(C)NC(=S)Nc1ccc(-c2nc3ccc(C)cc3s2)cc1`?
MBD2 DNA inh: 1; PLC-beta3 inh: -205; SMARCA2 act: 1; ADAM17 inh: inactive; hcDAF-12 act: 9.1*; DAX1 inh-1: 1.5; ssDAF12 agonist: 0.9*; hgDAF-12 ag: 20*; PLC-gamma1 inh: -192; DAX1 inh-2: 8.4*; NR1D1 modulator: -5
